XIAP antagonists: small molecules displacing peptide from XIAP – biochemical, IAP family, fluorescence polarization (AID 1018); XIAP BIR domain, fluorescence polarization peptide displacement; higher % means a stronger effect; one-dose displacement, % at 20 µM; IC50 in µM for titrated hits; 0.007% of 200,000 active; in the data active = displacement above about 50%; also: a part of the inactive calls stands beside numbers as strong as those of hits
Siah-1 displacement: Siah-1 peptide-binding antagonists, primary screen, biochemical, fluorescence polarization, rhodamine-plectin, uHTS (AID 1817). Siah-1 / rhodamine-plectin peptide fluorescence polarization; higher % means a stronger effect. displacement, % at 20 µM; hits with a dose series show IC50 in µM. 0.02% of 290,000 active;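 active = displacement of at least 50% at 20 µM, with a fluorescence ratio check between 0.3 and a set limit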;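 also: plate controls were Siah plus tracer with DMSO for no effect and tracer alone without Siah for full effect; strong numbers were not always called active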
LYP inhibition: inhibitors of LYP phosphatase, biochemical, fluorescence intensity, uHTS (AID 1779) | recombinant LYP phosphatase, fluorescence intensity; higher % means a stronger effect | inhibition, % at 11.5 µM; hits with a dose series show IC50 in µM | 0.054% of 290,000 active;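 also: plate controls were vehicle with enzyme for no effect and no enzyme for full effect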
Dynein transport: dynein cargo transport inhibition; 3617.4 mouse cells, GR-EGFP nuclear translocation imaging; test concentration mostly 20 µM; stimulated with dexamethasone, 1 µM; stronger effect = lower value; z-score, hits read low; 0.47% of 220,000 active; AID 1381;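 active = plate z-score of nuclear minus cytoplasmic receptor signal below a set negative limit, without overly bright fluorescence or cell loss, cut at about -3.5 in these data, passing the limit was not always enough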;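 also: z-score of nuclear minus cytoplasmic ring GR-EGFP intensity difference per well; some compounds called inactive have numbers as strong as hits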
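Also added – dexamethasone, 1.0 µM final · Buffer or medium – tet-free, stripped-serum medium · Schedule – induction 48 h, compound 1 h, agonist 30 min · Detection – formaldehyde fixation, Hoechst nuclear stain, 10x automated fluorescence imaging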
M17LAP inhibition: P. falciparum M17LAP inhibitors, primary screen, biochemical, fluorogenic H-Leu-NHMec substrate, 1536-well (AID 1619) | recombinant M17LAP, H-Leu-NHMec fluorogenic kinetic assay; higher % means a stronger effect | inhibition, % at 30 µM, or IC50 in µM where a hit was titrated | 0.38% of 220,000 active;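 active = compound inhibiting the enzyme by more than half at any dose during confirmatory dose-response retesting; inconclusive = strong single-dose inhibitors picked by rank but not retested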;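 also: plate controls were full reaction with DMSO carrier for no effect and no enzyme background for full effect; strong numbers were not always called active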
AID2073: inhibitors of Mint1-CaV2.2 protein interaction, biochemical, HTRF (AID 2073); HTRF protein-protein interaction, Mint1-CaV2.2; higher % means a stronger effect; inhibition, % at 20 µM; hits with a dose series show IC50 in µM; 0.19% of 290,000 active; in the data active = inhibition mostly above about 51%, no sharp cut-off; inconclusive = no clear call, values can overlap the other calls; inactive = mostly below about 53%; also: some results filed as inactive read as strong as hits
human PMI inhibitors: MPI inhibition at elevated mannose 6-phosphate – biochemical, fluorescence intensity, high mannose 6-phosphate, primary screen (AID 1220). recombinant PMI enzyme, coupled fluorescence intensity; higher % means a stronger effect. one-dose inhibition, % at 20 µM; IC50 in µM for titrated hits. 0.66% of 190,000 active
PMI inhibitors: inhibitors of human PMI, primary screen, biochemical, fluorescence intensity, coupled assay (AID 1209); purified PMI enzyme, coupled fluorescence intensity; higher % means a stronger effect; inhibition, % at 20 µM, or IC50 in µM where a hit was titrated; 0.42% of 190,000 active;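 also: plate controls were DMSO vehicle for no effect and wells lacking substrate for full effect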
P. falciparum M1AAP: P. falciparum M1AAP inhibitors, biochemical, fluorogenic H-Leu-NHMec substrate, 1536-well (AID 1445); inhibition, % at 30 µM; hits with a dose series show IC50 in µM; recombinant M1AAP, H-Leu-NHMec fluorogenic kinetic assay; higher % means a stronger effect; 0.42% of 220,000 active;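 active = primary inhibition above the hit cutoff, then over 50% inhibition at one or more dose response concentrations, cut at about 23% in these data, passing the limit was not always enough; inconclusive = conflicting primary data, or primary hits not chosen for dose response; inactive = low primary inhibition, or under 50% at every dose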;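 also: plate controls were DMSO full reaction for no effect and no enzyme background for full effect; strong numbers were not always called active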
Dynein transport cytoplasmic EGFP: further read-out of Dynein transport, marked with its call; z-score; measured here: cytoplasmic GR-EGFP intensity; stronger effect = higher value
Dynein transport nuclear GR-EGFP: further read-out of Dynein transport, marked with its call; z-score; measured here: nuclear GR-EGFP intensity;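 lower value marks the stronger effect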
Dynein transport cell count: recorded beside Dynein transport, whose call it bears; z-score; measured here: cell count per field
An asterisk follows results filed as active; u = inconclusive; x = not tested or not shown; & = joins results of further samples. Rule as the data show it, unless noted: active = inhibition above about 50%; inactive = the rest.

1) Cc1nnc(SCC(=O)Nc2sccc2C(N)=O)n1Cc1ccccc1
2) COc1cc(OC)cc(C(=O)N2CCC(n3c(C)nc4cc(F)ccc43)CC2)c1
3) O=C(NCc1ccccc1Cl)c1ccc(-c2ccccc2)cc1
4) Cc1occc1C(=O)N=Nc1c(O)[nH]c2ccc(Br)cc12
5) CCCCCc1nnc(NC(=O)OCCC)s1
6) CCOc1ccc(N(CC(=O)Nc2ccc(C)c(C)c2)S(=O)(=O)c2c(C)noc2C)cc1
7) CCOC(=O)CSc1nc(C(C)C)nc2ccccc12
8) CCC(=NCc1ccco1)c1c(C(F)(F)F)[nH]n(-c2nc3ccccc3s2)c1=O
compound no.	1	2	3	4	5	6	7	8
XIAP antagonists	-2.3%	-0.7%	-2.5%	-5.0%	18%	-3.8%	-1.7%	-14%
PMI inhibitors	4%	-4%	5%	13%	-10%	14%	15%	-6%
AID2073	-11%	-4%	10%	47%	2%	0%	12%	1%
Siah-1 displacement	-2%	-5%	4%	3%	-11%	9%	0%	4%
Dynein transport cytoplasmic EGFP	-0.056	-0.21	-0.3	-0.16	-0.19	-0.018	-0.16	0.079
Dynein transport cell count	-0.08	-0.14	0.36	0.085	-0.35	0.9	0.88	0.18
Dynein transport	0.17	-0.071	-0.44	0.2	-0.14	-0.74	-0.53	0.19
human PMI inhibitors	3%	-5%	2%	5%	-12%	18%	17%	-7%
Dynein transport nuclear GR-EGFP	0.41	0.17	-0.51	0.19	0.17	-0.15	-0.053	-0.12
P. falciparum M1AAP	-1%	4%	3%	18%	0%	0%	-1%	-2%
LYP inhibition	-5%	-8%	-4%	-1%	-13%	8%	-8%	0%
M17LAP inhibition	2%	16%	0%	1%	0%	1%	3%	0%

9) O=C(CSc1nnnn1C1CCCC1)Nc1cccc(NC(=O)c2ccco2)c1
10) Cc1nn(CC(=O)N2N=C(C(F)F)CC2(O)C(F)F)c(C)c1[N+](=O)[O-] (stereo unspecified)
11) Nc1nnc(Cc2ccccc2)s1
12) CCCCNc1c(N2CCN(C(=O)OCC)CC2)c(=O)c1=O
13) O=C(Nc1ccccc1)c1ccc(S(=O)(=O)N(CCO)CCO)cc1
14) NC(=O)CN1CCN(S(=O)(=O)c2ccc(Cl)cc2)CC1
15) Cc1ccccc1NCC(=O)N/N=C/c1c[nH]c2ccccc12
16) C(=N\Nc1nc2ccccc2[nH]1)/c1ccncc1
compound no.	9	10	11	12	13	14	15	16
XIAP antagonists	-5.2%	-0.5%	-0.1%	-7.7%	-3.0%	4.3%	-14%	-4.1%
PMI inhibitors	8%	-7%	9%	21%	3%	-1%	10%	-12%
AID2073	4%	3%	-24%	1%	-3%	1%	5%	36%
Siah-1 displacement	5%	-1%	1%	2%	6%	7%	-9%	0%
Dynein transport cytoplasmic EGFP	-0.25	0.68	-0.24	-0.25	-0.29	-0.28	-0.36	-0.24
Dynein transport cell count	-0.16	0.086	1.1	0.39	1.1	1.9	1	0.069
Dynein transport	-0.19	-0.43	-0.26	-0.3	-0.08	-1.1	-0.5	0.88
human PMI inhibitors	3%	1%	1%	16%	3%	-2%	1%	-2%
Dynein transport nuclear GR-EGFP	0.051	-0.31	-0.0025	-0.15	-0.021	-0.15	-0.27	0.57
P. falciparum M1AAP	0%	1%	3%	8%	4%	-4%	4%	5%
LYP inhibition	1%	2%	-7%	1%	2%	-5%	0%	0%
M17LAP inhibition	3%	5%	-7%	-2%	-7%	-4%	7%	36%

17) CCOc1cc(/C=C(/C#N)C(=O)Nc2ccc(O)cc2)cc(Br)c1O
18) O=C1CN(C(=S)Nc2ccc(OC(F)F)cc2)CCN1
19) CCOC(=O)C1=C(C)C(c2ccccc2OC)NC(=S)N1 (stereo unspecified)
20) Cc1ccc(C)c(N2CCN(C(=O)CCNC(=O)Cn3ccc4ccccc4c3=O)CC2)c1
21) COc1cccc(NC(=O)c2oc3ccc(S(=O)(=O)N4CCOCC4)cc3c2C)c1
22) Cc1cc(C)cc(-n2c(SCC(=O)Nc3cccc(S(=O)(=O)NC4=NCCCCC4)c3)nc3ccccc3c2=O)c1
23) O=C(Cn1nnc2ccccc21)c1ccccc1
24) O=C(COC(=O)/C=C/c1ccc([N+](=O)[O-])cc1)NC(c1ccccc1)c1ccccc1
compound no.	17	18	19	20	21	22	23	24
XIAP antagonists	-5.4%	-5.0%	-1.5%	-7.6%	-8.9%	0.5%	-6.8%	-12%
PMI inhibitors	18%	-12%	2%	4%	-11%	0%	3%	13%
AID2073	-19%	-17%	-26%	0%	32%	1%	0%	-6%
Siah-1 displacement	2%	16%	-2%	-4%	-4%	2%	8%	0%
Dynein transport cytoplasmic EGFP	-0.18	0.21	-0.22	-0.26	-0.25	-0.28	0.02	-0.21
Dynein transport cell count	0.039	-0.59	0.33	0.2	0.69	1.4	0.65	0.053
Dynein transport	-0.24	-0.16	-0.36	0.32	-0.83	-1.5	0.57	0.37
human PMI inhibitors	21%	0%	-12%	0%	18%	1%	-4%	10%
Dynein transport nuclear GR-EGFP	-0.24	-0.022	0.22	0.34	-0.38	-0.63	0.095	0.24
P. falciparum M1AAP	79µM*	1%	3%	-2%	13%	4%	-1%	6%
LYP inhibition	6%	0%	-8%	-14%	3%	2%	-7%	-5%
M17LAP inhibition	56%	-2%	10%	3%	-2%	5%	-13%	13%

Overlap with the part before: 4 compounds; new compounds follow.
21) COc1cccc(NC(=O)c2oc3ccc(S(=O)(=O)N4CCOCC4)cc3c2C)c1
22) Cc1cc(C)cc(-n2c(SCC(=O)Nc3cccc(S(=O)(=O)NC4=NCCCCC4)c3)nc3ccccc3c2=O)c1
23) O=C(Cn1nnc2ccccc21)c1ccccc1
24) O=C(COC(=O)/C=C/c1ccc([N+](=O)[O-])cc1)NC(c1ccccc1)c1ccccc1
25) COC(=O)c1sc2ccccc2c1NC(=O)c1ccc(S(=O)(=O)N2CCCC(C)C2)cc1 (stereo unspecified)
26) Cn1cnnc1SCC(=O)Nc1cc(C(F)(F)F)ccc1N1CCOCC1
27) COc1ccc2nc(/C=N/NC(=O)CCCCCNC(=O)OC(C)(C)C)ccc2c1
28) COc1ccc(OCC(=O)OC2CCN(C)CC2)cc1
29) CCc1nnc(SCc2ccc(C(=O)OC)o2)n1N
30) CCOC(=O)/C(C#N)=C/c1c[nH]c2ccccc12
31) O=C(Nc1ccc(NC(=O)C2CCCCC2)cn1)c1ccco1
32) Cc1ccc(Cn2ccc(NC(=O)c3noc4c3CCCC4)n2)cc1
compound no.	21	22	23	24	25	26	27	28	29	30	31	32
XIAP antagonists	-8.9%	0.5%	-6.8%	-12%	-0.5%	-2.3%	x	-7.1%	-3.5%	-8.7%	-4.4%	0.1%
PMI inhibitors	-11%	0%	3%	13%	15%	-4%	x	15%	-12%	16%	-7%	8%
AID2073	32%	1%	0%	-6%	23%	3%	21%	-2%	-8%	-1%&1%	7%	0%
Siah-1 displacement	-4%	2%	8%	0%	7%	2%	-5%	-2%	-5%	12%&-5%	-5%	1%
Dynein transport cytoplasmic EGFP	-0.25	-0.28	0.02	-0.21	0.0026	-0.22	-0.81	0.047	-0.22	-0.25&-0.23	-0.18	-0.17
Dynein transport cell count	0.69	1.4	0.65	0.053	-0.22	0.71	-0.23	1.5	0.51	-0.37&0.38	-0.86	-0.36
Dynein transport	-0.83	-1.5	0.57	0.37	-0.23	0.094	-0.12	-0.55	-0.55	-0.13&-0.52	0.85	0.044
human PMI inhibitors	18%	1%	-4%	10%	7%	-5%	x	6%	-11%	9%	7%	15%
Dynein transport nuclear GR-EGFP	-0.38	-0.63	0.095	0.24	-0.14	0.11	-0.36	-0.45	-0.37	-0.087&-0.32	1	0.87
P. falciparum M1AAP	13%	4%	-1%	6%	4%	1%	10%	0%	2%	9%&10%	0%	2%
LYP inhibition	3%	2%	-7%	-5%	1%	4%	-7%	1%	-11%	1%&0%	3%	-1%
M17LAP inhibition	-2%	5%	-13%	13%	-3%	8%	-20%	7%	5%	4%&3%	-2%	-9%

33) CC(=O)Nc1nc2c(ncn2COCCOC(C)=O)c(=O)[nH]1
34) O=C1NC(=S)N/C1=C\C=C\c1ccccc1
35) COc1ccc(NCN2C(=O)CCC2=O)cc1
36) CCc1nc(NCCO)c(C#N)c2c1CSC(C)(C)C2
37) Cc1csc2c(=O)sc(NC(=O)c3ccco3)nc12
38) CCO[C@H]1OC(C(=O)N2CCN(C)CC2)=C[C@@H](C2CC2)[C@@H]1CCCO
39) CCCC(C)NC(=O)CSc1nc2ccc(C)cc2[nH]1 (stereo unspecified)
40) CC1=C(C(=O)NCc2ccccc2)C(c2cccs2)NC(=S)N1 (stereo unspecified)
compound no.	33	34	35	36	37	38	39	40
XIAP antagonists	-3.5%	x	-4.6%	x	x	-5.1%	-3.6%	-3.6%
PMI inhibitors	4%	x	9%	x	x	16%	2%	2%
AID2073	8%	-1%	-14%	-8%	10%	8%	1%	-15%
Siah-1 displacement	2%	-2%	-5%	-2%	11%	4%	2%	7%
Dynein transport cytoplasmic EGFP	-0.2	-0.23	0.32	-0.25	-0.18	-0.19	-0.24	-0.32
Dynein transport cell count	1.2	-1.1	-0.88	0.66	-0.26	-1.2	0.88	-0.18
Dynein transport	-0.46	1.4	1.2	-0.13	1.1	0.36	0.64	0.63
human PMI inhibitors	3%	x	8%	x	x	16%	-1%	0%
Dynein transport nuclear GR-EGFP	-0.22	1.3	1	-0.1	0.97	0.54	0.22	0.55
P. falciparum M1AAP	1%	3%	6%	u	1%	7%	-3%	0%
LYP inhibition	-10%	-2%	-12%	-6%	-6%	-9%	-6%	-2%
M17LAP inhibition	-15%	12%	0%	-8%	2%	3%	2%	-1%

41) Cc1cc2ccccc2c(=O)n1CC(=O)NCc1ccco1
42) CC1(CC(=O)N/N=C/c2ccc(-c3cccc(C(F)(F)F)c3)o2)OCCO1
43) Cc1ccc(S(=O)(=O)NC2(C(F)(F)F)C(=O)Nc3c2c(=O)n(C)c(=O)n3C)cc1 (stereo unspecified)
44) CCOC(=O)N1CCC(NC(=O)c2cc(-c3ccc(F)cc3)[nH]c2C)CC1
compound no.	41	42	43	44
XIAP antagonists	-7.9%	-8.7%	-6.3%	-4.7%
PMI inhibitors	-6%	-4%	0%	4%
AID2073	-4%	3%	-4%	-2%
Siah-1 displacement	2%	5%	2%	8%
Dynein transport cytoplasmic EGFP	-0.22	-0.21	-0.05	-0.31
Dynein transport cell count	0.5	-0.95	-1.1	0.15
Dynein transport	0.78	1.6	3.3	-0.08
human PMI inhibitors	-14%	0%	-4%	0%
Dynein transport nuclear GR-EGFP	0.68	0.47	2.2	0.084
P. falciparum M1AAP	18%	20%	2%	2%
LYP inhibition	0%	5%	-8%	-6%
M17LAP inhibition	15%	35%	6%	5%
